# KLF5 inh: kruppel-like factor 5 inhibition; 290,000 tested, 0.23% active; AID 1700; inhibition, % at 5 µM; DLD-1 KLF5 promoter-luciferase reporter, luminescence;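 active = inhibition above a per-plate limit of that plate's mean compound inhibition plus 3 SD, cut at about 60% in these data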;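 note: 0% = DMSO wells and 100% = LY294002 at 200 µM; higher means less KLF5 promoter-driven luciferase light; inactives centre near -14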
# HSF-1 act: increases HSF-1 driven luciferase reporter signal; NIH3T3-HGL HSF-1 luciferase reporter, MG132, 8 h; 100% = twice DMSO control signal; activation, % at 9 µM; 300,000 tested, 1.7% active;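 active = mean replicate activation of at least 50% with a set share of replicates each reaching 50%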;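 note: 0% = median of the neutral control wells and 100% = twice that signal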
# GSK3beta inhib: inhibitors of human GSK3beta kinase; P49841; GST-GSK3beta kinase, ADP-Glo luminescence, 60 min; hits give low values; activity score (negative = inhibition), % at 10 µM; 300,000 tested, 0.038% active; AID 2097;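 active = more than half of replicate wells score below -50%, meaning over 50% inhibition versus plate controls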;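 note: 0% = median DMSO wells and -100% = median GW8510 positive control wells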
# Target sequence (P49841 whole entry, looked up): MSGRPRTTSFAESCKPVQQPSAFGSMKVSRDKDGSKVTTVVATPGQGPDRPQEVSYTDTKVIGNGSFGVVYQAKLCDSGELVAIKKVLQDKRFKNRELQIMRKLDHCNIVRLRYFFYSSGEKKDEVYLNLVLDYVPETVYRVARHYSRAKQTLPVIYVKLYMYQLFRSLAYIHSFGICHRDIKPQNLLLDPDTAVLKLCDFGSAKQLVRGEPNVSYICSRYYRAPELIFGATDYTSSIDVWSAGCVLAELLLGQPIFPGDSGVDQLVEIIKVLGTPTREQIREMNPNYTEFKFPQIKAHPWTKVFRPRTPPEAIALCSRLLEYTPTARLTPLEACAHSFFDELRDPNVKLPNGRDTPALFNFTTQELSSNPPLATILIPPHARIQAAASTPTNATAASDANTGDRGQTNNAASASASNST
#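 Test system – GST-tagged human GSK3beta kinase, cell-free · Incubation – 60 min enzyme reaction, room temperature · Signal – ADP-Glo luminescence · Also added – peptide substrate and ATP at 25 µM · Controls – DMSO neutral wells and GW8510 at 20 µM as positive · Buffer or medium – Tris/MgCl2 kinase buffer · Measure – Luminescence-derived activity versus plate DMSO and GW8510 wells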
# HSF1 inhib: HSF1 inhibition; NIH3T3-HGL HSE-luciferase, MG132-induced, luminescence 8 h; hits give low values; activity change, negative = inhibition, % at 7.5 µM (by protocol); 300,000 tested, 0.77% active; AID 2098;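 active = more than half of replicate wells show activity change below -50%, luminescence cut by over half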;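 note: luciferase reports HSF-1 transcriptional activity via heat shock element; 0% = median of DMSO wells and -100% = zero luminescence signal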
# PolyA inh: inhibitors of polyadenylation in S. cerevisiae; S. cerevisiae SKY197-pL101 polyadenylation reporter, beta-gal luminescence; efflux-impaired pdr1/pdr3 knockout yeast; score 100 = 6 SD above DMSO; calls only at 12 µM; 300,000 tested, 0.02% active; AID 1875;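 active = lowest replicate activity score at least 50, where 100 means six control SD above control mean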;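 note: yeast exposed to compound for 9 h at 30 °C; higher score means more reporter readthrough which indicates perturbed polyadenylation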
# HSP90 refold inh: inhibitors of HSP90 luciferase refolding in rabbit reticulocyte lysate. 290,000 tested, 0.91% active. inhibition, % at 5.6 µM. luciferase refolding luminescence, 3 h. AID 1789;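 active = inhibition above the screen-wide mean plus 3 SD, computed separately per campaign, cut at about 16% in these data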;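 note: 0% = DMSO wells and 100% = 60 µM geldanamycin wells; inhibitors lower the luminescence because luciferase stays unfolded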
# aSyn UTR inh: MLPCN primary screen, SNCA 5' untranslated region; 300,000 tested, 0.82% active; alpha-synuclein 5'UTR reporter, inhibitor activity; inhibition, % (tested at 7.5 µM); in the data active = inhibition above about 60%;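 note: H4 neuroglioblastoma cells stably carrying SNCA 5'UTR luciferase fusion; 0% = DMSO wells and 100% = positive control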
# GSK3 alpha inh: human GSK-3 alpha kinase inhibition; P49840; ADP-Glo luminescence, 60 min; inhibition, % at 10 µM; 320,000 tested, 0.1% active;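 in the data active = inhibition above about 50%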;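 note: GST-tagged GSK-3 alpha with peptide substrate and 25 µM ATP; 0% = DMSO neutral wells and 100% = GW8510 positive control wells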
# Target sequence (P49840 whole entry, looked up): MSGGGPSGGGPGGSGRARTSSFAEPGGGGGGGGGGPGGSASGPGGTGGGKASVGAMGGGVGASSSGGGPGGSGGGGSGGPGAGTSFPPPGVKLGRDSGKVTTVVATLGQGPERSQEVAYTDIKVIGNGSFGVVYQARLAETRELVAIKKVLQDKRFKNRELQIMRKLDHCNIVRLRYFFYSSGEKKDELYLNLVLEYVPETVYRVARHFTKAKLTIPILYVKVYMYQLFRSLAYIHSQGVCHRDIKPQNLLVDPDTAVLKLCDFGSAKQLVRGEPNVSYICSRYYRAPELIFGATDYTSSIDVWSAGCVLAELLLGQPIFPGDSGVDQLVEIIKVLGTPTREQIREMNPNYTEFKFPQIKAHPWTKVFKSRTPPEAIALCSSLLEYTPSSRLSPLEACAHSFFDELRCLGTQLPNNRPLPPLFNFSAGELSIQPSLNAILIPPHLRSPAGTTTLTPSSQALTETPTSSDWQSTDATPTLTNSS
# AI-2 QS modul: modulates the Vibrio harveyi AI-2 quorum sensing system. Vibrio harveyi JMH597 AI-2 luminescence/OD600 ratio, 9 h; hits give low values; strain lacks LuxN and CqsS sensors; 0 = neutral-control median. activity change, % at 7.5 µM. 300,000 tested, 0.4% active. AID 2094; in the data active = activity change below about -75%, passing the limit was not always enough;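 note: luminescence divided by OD600 gain over 9 h not by final OD600 alone; inactives centre near 13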
# IEC-6 tox: kills IEC-6 intestinal cells in KLF5 counter-screen | IEC-6 cytotoxicity, luminescence viability | inhibition, % at 5 µM | 290,000 tested, 0.78% active | AID 1825; in the data active = inhibition above about 22%;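 note: 0% = plate median of test compound wells and 100% = cytotoxic reference compound wells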
# * = called active by the depositor; i = inactive; / = not tested or not shown. Some of the compounds tested (hit frequency here may not be typical).
SMILES,KLF5 inh,HSF-1 act,GSK3beta inhib,HSF1 inhib,PolyA inh,HSP90 refold inh,aSyn UTR inh,GSK3 alpha inh,AI-2 QS modul,IEC-6 tox
Cc1ccc(C(=O)CC(c2cccs2)S(=O)(=O)c2ccc(C)cc2)cc1 (stereo unspecified),-28,3,3,-6,i,-10,-118,0,29,-6
CCOC(=O)C1=C(C)Nc2ccccc2N=C1NC(=O)Cc1ccc(Cl)c(Cl)c1,6,10,3,13,i,-4,14,2,1,2
Cc1ccc(NC(=O)CSc2nnnn2-c2ccc3c(c2)OCO3)cc1C,-20,-14,1,-8,i,2,10,0,11,-3
CNC(=S)N/N=C/c1cn(Cc2c(F)cccc2Cl)c2ccccc12,9,-5,3,-3,i,3,23,-3,3,8
CC(C)c1ccc(C(=O)NC(=S)NCc2cccnc2)cc1,11,4,0,3,i,0,-2,-1,19,4
COC(=O)CCC(NC(=O)OCc1ccccc1)C(=O)NC(CC(C)C)C(=O)OC (stereo unspecified),-15,8,-4,-2,i,5,-9,0,15,8
O=C(CN1CCN(Cc2ccccc2Cl)C1=O)NC1CCCCCCC1,-3,-12,2,5,i,2,11,-1,20,-2
Nc1nnc(N2CCCCC2)s1,-13,14,0,0,i,2,-46,/,10,1
COCCOC(=O)c1sc2nc[nH]c(=O)c2c1C,3,1,4,2,i,4,5,18,35,-2
Cn1c(Cc2ccc3c(c2)OCO3)nnc1SCC(=O)NC(C)(C)C,-16,2,-4,3,i,-2,37,1,-1,10
O=C(CCC(=O)c1ccccc1)NC1CCCN(Cc2ccccc2F)C1 (stereo unspecified),-41,0,6,-3,i,-4,10,4,9,-7
Cc1cc(NC(=O)CC23CC4CC(C2)CC(CC(=O)Nc2cc(C)on2)(C4)C3)no1,-25,37,12,6,i,3,-7,0,-4,0
COc1cc(Cl)c(C)cc1NC(=O)CC1CCCC1,-3,19,/,-4,i,-2,10,-2,/,-1
CC(=O)c1ccc(NC(=O)CSc2ccc(-c3ccc4c(c3)OCO4)nn2)cc1,-22,16,2,0,i,-4,-45,-2,9,-4
CC(Oc1ccc(Cl)cc1Cl)c1nc(-c2ccc(NC(=O)c3cccnc3)cc2)no1 (stereo unspecified),-8,34,3,18,i,1,92*,-3,13,-2
CCOc1cc(/C=N/O)cc(Br)c1OCc1ccc(Cl)cc1,-2,1,-2,4,i,-2,20,4,1,0
c1ccc(-n2cnnc2SCc2cn3ccccc3n2)cc1,-2,3,0,-9,i,1,4,2,3,0
CCCCCc1c(C)nc(Nc2ccc(F)cc2)[nH]c1=O,-10,13,3,-2,i,1,-42,0,20,4
COc1ccc(C(C#N)(CC(=O)O)c2cnccn2)cc1OC (stereo unspecified),/,-8,0,-3,i,/,9,-2,23,/
COC(=O)CNC(c1ccccc1)c1cc(C)ccc1NC(=O)c1cccc(Cl)c1 (stereo unspecified),-43,19,1,14,i,-2,0,1,11,-5

# Some of these compounds in order of the HSF-1 act value, high to low.
SMILES	KLF5 inh	HSF-1 act	GSK3beta inhib	HSF1 inhib	PolyA inh	HSP90 refold inh	aSyn UTR inh	GSK3 alpha inh	AI-2 QS modul
COc1cc(Cl)c(C)cc1NC(=O)CC1CCCC1	-3	19	/	-4	i	-2	10	-2	/
COC(=O)CCC(NC(=O)OCc1ccccc1)C(=O)NC(CC(C)C)C(=O)OC (stereo unspecified)	-15	8	-4	-2	i	5	-9	0	15
Cc1ccc(C(=O)CC(c2cccs2)S(=O)(=O)c2ccc(C)cc2)cc1 (stereo unspecified)	-28	3	3	-6	i	-10	-118	0	29
CCOc1cc(/C=N/O)cc(Br)c1OCc1ccc(Cl)cc1	-2	1	-2	4	i	-2	20	4	1
Cc1ccc(NC(=O)CSc2nnnn2-c2ccc3c(c2)OCO3)cc1C	-20	-14	1	-8	i	2	10	0	11

# The listing picks up, repeating the 6 entries before the break.
SMILES,KLF5 inh,HSF-1 act,GSK3beta inhib,HSF1 inhib,PolyA inh,HSP90 refold inh,aSyn UTR inh,GSK3 alpha inh,AI-2 QS modul,IEC-6 tox
CC(Oc1ccc(Cl)cc1Cl)c1nc(-c2ccc(NC(=O)c3cccnc3)cc2)no1 (stereo unspecified),-8,34,3,18,i,1,92*,-3,13,-2
CCOc1cc(/C=N/O)cc(Br)c1OCc1ccc(Cl)cc1,-2,1,-2,4,i,-2,20,4,1,0
c1ccc(-n2cnnc2SCc2cn3ccccc3n2)cc1,-2,3,0,-9,i,1,4,2,3,0
CCCCCc1c(C)nc(Nc2ccc(F)cc2)[nH]c1=O,-10,13,3,-2,i,1,-42,0,20,4
COc1ccc(C(C#N)(CC(=O)O)c2cnccn2)cc1OC (stereo unspecified),/,-8,0,-3,i,/,9,-2,23,/
COC(=O)CNC(c1ccccc1)c1cc(C)ccc1NC(=O)c1cccc(Cl)c1 (stereo unspecified),-43,19,1,14,i,-2,0,1,11,-5
Cc1ccccc1N1CCN(C2=NC(=O)/C(=C/c3cn[nH]c3-c3ccccc3)S2)CC1,-5,10,3,0,i,0,8,-2,1,-4
Cc1ccc(C)c(S(=O)(=O)NCc2ccc(C(=O)N3CCN(C)CC3)cc2)c1,-35,/,1,/,i,10,/,-3,14,1
Cc1cccc(NC(=O)CSc2ccc(-c3cccnc3)nn2)c1,-44,-3,-1,-4,i,-3,-9,0,15,2
Cc1onc(-c2ccccc2)c1C(=O)NCCc1ccc(Cl)cc1,-33,16,-4,7,i,-1,7,-4,23,2
O=C(CCc1nnc(CCCc2ccccc2)o1)NCCc1ccco1,-6,14,2,20,i,-4,0,-2,4,-9
CCOC(=O)c1c(C)[nH]c(C(=O)CN2C(=O)C(=O)N(CC(C)C)C2=O)c1C,-16,4,1,4,i,1,8,-2,26,-1
CC(=O)Nc1cccc(NC(=O)c2ccc(C)c([N+](=O)[O-])c2)c1,-49,13,-5,4,i,5,-55,1,-8,14
S=C(Nc1ccc(Br)cc1)Nc1ccc2c(c1)OCCO2,-82,-7,0,-1,i,2,-46,3,-16,5
CCOC(=O)c1[nH]c(C)c(C(=O)N2CCCC(Nc3ccc(C)c(C)c3)C2)c1C (stereo unspecified),8,10,3,2,i,0,4,-2,-1,11
OC(CN1CCOCC1)Cn1c2c(c3ccccc31)CCCC2 (stereo unspecified),-37,3,-1,-1,i,-3,6,0,1,1
CCCN(CCC)S(=O)(=O)c1cccc(C(=O)N=c2sccn2C)c1,-16,4,-1,-6,i,2,5,0,1,-2
O=[N+]([O-])c1ccc2nc(-c3ccncc3)[nH]c2c1,-68,5,-4,-4,i,-2,-51,0,8,-3
CCC(c1nnnn1Cc1ccccc1)N1CCN(c2ccc(OC)cc2)CC1 (stereo unspecified),-12,/,0,/,i,3,7,-3,15,3
CN(C)c1nc2n(c(=S)n1)CCS2,24,-21,1,0,i,4,-7,0,0,2
Cc1ccc(NC(=O)CN2C(=O)S/C(=C\c3cccn3-c3cccc(C(=O)O)c3)C2=O)cc1C,-8,2,0,6,i,-1,-5,-2,18,-7
Cc1c(C)c2ccc(OC(C)C(=O)NCCCn3ccnc3)c(C)c2oc1=O (stereo unspecified),-10,3,2,-2,i,0,1,1,14,1
CCCOc1ccc(C(=O)N2CCCC2)cc1OC,-19,-7,-1,4,i,1,15,2,12,4
CNc1cc([N+](=O)[O-])ccc1OCc1ccccc1,-74,-8,0,-5,i,-3,-53,1,-1,3
CCn1ncc(/C=N\NC(=O)COc2ccccc2)c1C,0,-17,-5,-17,i,0,-7,-1,12,-4
Cc1cc(=O)n(-c2ccc(C(=O)O)cc2)[nH]1,-8,0,-1,-7,i,3,4,-11,3,-8

# Compound profiles, from the list above:
# S=C(Nc1ccc(Br)cc1)Nc1ccc2c(c1)OCCO2 across the screens: KLF5 inh = -82; HSF-1 act = -7; GSK3beta inhib = 0; HSF1 inhib = -1; PolyA inh = i; HSP90 refold inh = 2; aSyn UTR inh = -46; GSK3 alpha inh = 3; AI-2 QS modul = -16; IEC-6 tox = 5
# O=C(CCc1nnc(CCCc2ccccc2)o1)NCCc1ccco1 across the screens: KLF5 inh = -6; HSF-1 act = 14; GSK3beta inhib = 2; HSF1 inhib = 20; PolyA inh = i; HSP90 refold inh = -4; aSyn UTR inh = 0; GSK3 alpha inh = -2; AI-2 QS modul = 4; IEC-6 tox = -9

# (more compounds)
SMILES,KLF5 inh,HSF-1 act,GSK3beta inhib,HSF1 inhib,PolyA inh,HSP90 refold inh,aSyn UTR inh,GSK3 alpha inh,AI-2 QS modul,IEC-6 tox
CCOC(=O)CNC(=O)N1CCCC(CNS(=O)(=O)Cc2ccccc2)C1 (stereo unspecified),-16,-2,-1,-4,i,0,7,-1,37,-1
O=C(COC(=O)C12CC3CC(CC(O)(C3)C1)C2)NC(=O)NCc1ccco1,-8,15,-2,6,i,-2,-24,3,24,0
COc1ccc(Oc2c(Cl)cnn(-c3ccc(C)cc3)c2=O)cc1,-7,4,1,1,i,1,-40,1,22,-3
Cc1ccc(S(=O)(=O)N(Cc2cccc(Cl)c2)C(=O)N2CCN(C)CC2)cc1,/,4,-1,5,i,/,21,4,15,/
CC(C)C(=O)N=C1SC2CS(=O)(=O)CC2N1Cc1ccc(Cl)cc1 (stereo unspecified),-15,23,0,1,i,10,-13,1,7,2
NC(=O)N\N=C/C=C/C=C/c1ccc(F)cc1,5,21,-3,-2,i,4,2,-1,19,1
CC(NC(=O)Nc1ccccn1)N1C(=O)C2C3C=CC(C3)C2C1=O (stereo unspecified),-23,0,1,-2,i,1,-22,-3,20,4
O=C(N1CCN(c2ccc(F)cc2)CC1)C1(c2cccs2)CCOCC1,-12,-3,1,-7,i,-3,-10,-1,12,-2
CCOC(=O)CC(NC(=O)c1ccco1)c1ccccc1Cl (stereo unspecified),2,28,1,2,i,-2,-7,1,-11,-2
CC(=O)N1CCN(C(=S)NC(=O)c2ccc(S(=O)(=O)N3CCOCC3)cc2)CC1,-17,0,0,1,i,2,7,0,34,2
CCCCN(C)C(=O)c1nc2ccccn2c1CN1CCN(C/C=C/c2ccccc2)CC1,-14,-9,2,6,i,-3,-19,1,0,-9
Cc1sc2nc(C3CC3)nc(NCCNS(=O)(=O)c3ccccc3)c2c1C,-2,13,0,-4,i,-2,7,-5,10,6
OC(CNCc1ccc(Cl)c(Cl)c1)c1ccccc1 (stereo unspecified),-4,14,2,7,i,8,-9,0,25,0
O=C(CSc1ccc(F)cc1)NC1CCCCC1,-70,2,-1,8,i,-1,-69,4,13,9
Cc1ccc(C(C)(C)C)cc1S(=O)(=O)Nc1nc2ccccc2nc1Cl,8,9,7,1,i,-7,7,-8,7,-1
Cc1ccc2c(c1)cc1c(=O)n(CC(=O)N3CCCC3)nc(C)n12,-26,5,2,3,i,4,5,2,9,4
O=C(COC(=O)c1ccc([N+](=O)[O-])cc1)NC1CCCC1,-25,5,2,-6,i,1,-8,-1,10,1
O=C1Cc2ccccc2C(c2ccc(Cl)cc2)N1 (stereo unspecified),0,18,3,2,i,4,12,-1,19,0
CSCC[C@H](NC(=O)C1CCN(C(=O)[C@@H](N)Cc2ccccc2)CC1)C(=O)O,-25,-13,-1,-6,i,-2,-13,-4,13,4

# Bioassay records: PubChem, several laboratories
